bovine MsrA act: activators of bovine methionine sulfoxide reductase A; AID 602163; purified bovine MsrA, absorbance read-out; hit rate 0.3% among 360,000; activation, % at 10.6 µM; in the data active = activation above about 7.5%;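 note: 0% = vehicle and 100% = reference activator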
eLon inh: inhibits E. coli Lon protease; P0A9M0; purified E. coli Lon protease, fluorescence polarization; inhibition, % at 7.94 µM; hit rate 0.42% among 360,000; in the data active = inhibition above about 13%, passing the limit was not always enough;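 note: 0% = enzyme with probe and DMSO and 100% = no enzyme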
MLLE-PAM2 inh: blocks PAM2 peptide binding to the PABP1 MLLE domain; P11940; GST-MLLE / FITC-PAM2 fluorescence polarization; inhibition, % at 20 µM; hit rate 0.36% among 360,000; AID 588489; in the data active = inhibition above about 35%, passing the limit was not always enough;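 note: plate controls were DMSO wells with GST-MLLE for no effect and wells lacking GST-MLLE protein for full effect; some results filed as inactive read as strong as hits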
FAS TE block: blocks the thioesterase domain of human fatty acid synthase; P49327; recombinant FAS-TE, OMFH fluorogenic substrate, fluorescence endpoint; inhibition, % at 15 µM; hit rate 0.67% among 360,000; AID 602261;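 active = compounds whose normalised, plate-corrected inhibition of enzyme fluorescence in the single-dose primary screen is 50% or more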;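 note: 0% = DMSO with enzyme and 100% = substrate without enzyme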
Rpn11 inh: blocks the human proteasome subunit Rpn11 | O00487 | human 26S proteasome, Ub4-pepOG fluorescence polarization; 20S core pre-blocked with epoxomicin | calls only at 20 µM | hit rate 0.59% among 360,000 | AID 588493;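 active = inhibition at 20 µM, scaled to each plate's controls, above about 33%, limit read from the data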
CSN deneddyl inh: blocks human CSN-mediated cullin deneddylation | Purified CSN, SCF-Nedd8-OG deneddylation, fluorescence polarization | inhibition, % at 12.5 µM | hit rate 0.38% among 360,000 | AID 651999;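 active = pattern-corrected inhibition above about 35%, with an unprinted fluorescence ratio check between 0.5 and 1.5, limit read from the data, passing the limit was not always enough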;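 note: 0% = enzyme with substrate and 100% = substrate without enzyme; some results filed as inactive read as strong as hits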
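Detection – fluorescence polarization · System – HEK293T-derived human Csn5 enzyme · Controls – substrate-only high control, full reaction low control · Timing – 90 min, room temperature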
MsrA inh: inhibits bovine methionine sulfoxide reductase A; purified bovine MsrA, absorbance read-out; inhibition, % at 15.5 µM; hit rate 0.75% among 360,000; in the data active = inhibition above about 4.5%;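 note: 0% = vehicle wells with enzyme and 100% = reference inhibitor wells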
Rin1-Abl PPI inh: human Rin1-Abl interaction inhibition. hit rate 0.4% among 360,000. AID 588664. TR-FRET Rin1/Abl binding, biochemical. P00519+Q13671. inhibition, % at 7.35 µM; in the data active = inhibition above about 5%, passing the limit was not always enough
Target sequence (P00519 whole entry, looked up): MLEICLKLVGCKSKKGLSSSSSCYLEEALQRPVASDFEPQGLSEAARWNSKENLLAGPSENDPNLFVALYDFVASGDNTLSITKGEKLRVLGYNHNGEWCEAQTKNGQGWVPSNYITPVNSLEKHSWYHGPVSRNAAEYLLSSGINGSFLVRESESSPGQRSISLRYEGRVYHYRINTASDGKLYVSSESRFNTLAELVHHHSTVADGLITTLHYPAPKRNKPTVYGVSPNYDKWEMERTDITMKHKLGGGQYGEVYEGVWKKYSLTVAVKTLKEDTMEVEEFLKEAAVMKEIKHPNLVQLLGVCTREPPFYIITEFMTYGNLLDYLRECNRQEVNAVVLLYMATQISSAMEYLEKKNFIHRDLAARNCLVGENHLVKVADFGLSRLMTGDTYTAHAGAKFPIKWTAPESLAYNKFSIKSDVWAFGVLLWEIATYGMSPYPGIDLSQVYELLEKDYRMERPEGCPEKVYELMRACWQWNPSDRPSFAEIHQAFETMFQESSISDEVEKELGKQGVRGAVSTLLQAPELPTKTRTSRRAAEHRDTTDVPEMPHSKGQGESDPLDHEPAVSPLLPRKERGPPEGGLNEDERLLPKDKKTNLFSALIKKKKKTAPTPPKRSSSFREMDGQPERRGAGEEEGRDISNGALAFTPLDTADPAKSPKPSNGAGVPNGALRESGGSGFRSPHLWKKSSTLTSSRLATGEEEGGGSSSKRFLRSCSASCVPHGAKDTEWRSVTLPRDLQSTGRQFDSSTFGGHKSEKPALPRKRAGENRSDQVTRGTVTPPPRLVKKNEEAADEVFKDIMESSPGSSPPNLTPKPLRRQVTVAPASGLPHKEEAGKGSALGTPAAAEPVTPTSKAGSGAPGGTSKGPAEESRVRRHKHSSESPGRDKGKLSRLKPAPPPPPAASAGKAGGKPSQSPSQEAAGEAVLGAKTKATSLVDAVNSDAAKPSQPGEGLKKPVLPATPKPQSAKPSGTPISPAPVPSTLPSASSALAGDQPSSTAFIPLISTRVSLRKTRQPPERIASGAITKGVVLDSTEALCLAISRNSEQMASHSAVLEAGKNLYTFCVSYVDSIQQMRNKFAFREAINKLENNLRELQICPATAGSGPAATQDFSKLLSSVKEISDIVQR
Target sequence (Q13671 whole entry, looked up): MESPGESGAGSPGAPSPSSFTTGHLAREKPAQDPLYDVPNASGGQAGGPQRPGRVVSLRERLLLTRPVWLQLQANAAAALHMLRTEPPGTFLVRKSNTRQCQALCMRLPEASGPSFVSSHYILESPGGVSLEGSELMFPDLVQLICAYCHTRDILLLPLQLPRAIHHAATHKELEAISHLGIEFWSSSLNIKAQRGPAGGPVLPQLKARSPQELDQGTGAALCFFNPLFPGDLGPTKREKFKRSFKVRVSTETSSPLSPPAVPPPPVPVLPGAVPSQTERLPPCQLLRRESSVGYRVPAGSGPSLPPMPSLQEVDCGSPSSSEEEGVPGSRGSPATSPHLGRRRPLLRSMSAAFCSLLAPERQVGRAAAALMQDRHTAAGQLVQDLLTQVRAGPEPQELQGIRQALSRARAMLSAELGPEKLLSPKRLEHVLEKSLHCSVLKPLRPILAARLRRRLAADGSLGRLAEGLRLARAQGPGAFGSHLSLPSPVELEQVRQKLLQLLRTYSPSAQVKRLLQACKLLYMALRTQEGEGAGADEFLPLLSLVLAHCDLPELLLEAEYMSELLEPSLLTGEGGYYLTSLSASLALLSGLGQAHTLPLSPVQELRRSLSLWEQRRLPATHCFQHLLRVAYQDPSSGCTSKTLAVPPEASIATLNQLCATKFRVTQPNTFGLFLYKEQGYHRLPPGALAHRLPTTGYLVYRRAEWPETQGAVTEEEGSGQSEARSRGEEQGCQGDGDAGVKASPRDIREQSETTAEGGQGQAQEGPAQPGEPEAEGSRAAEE
MT1-MMP act inh: MT1-MMP (human) activation inhibition; P50281; HT1080 RFP-PRO-GFP cells, GFP/RFP ratio fluorescence, overnight; percent of plate control window, DMSO zero; GFP/RFP ratio change, % at 20 µM; hit rate 0.061% among 360,000; AID 651647;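 active = GFP/RFP ratio change of at least 30% with cell ATP level not reduced by more than half and red fluorescence within 50% of control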; note: strong numbers were not always called active
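Assay system – RFP-PRO-GFP reporter HT1080 cells · Compound dosing – single dose of 20 µM compound, 1% DMSO final · Incubation – overnight compound exposure at 37 °C · Measure – GFP/RFP fluorescence ratio · Benchmarks – DMSO wells and RFP-L50D-GFP cells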
* hit, by the source's call; i = inactive; . = not tested or not shown; + = active, no number. No enrichment for hits, and some 3.7% of all compounds hit somewhere here.

#1 O=C(Nc1ccccc1)C1=C(Nc2ccccc2)CSC1
#2 COc1cc2c(C(F)(F)F)c(-c3ccsc3)oc(=O)c2cc1OC
#3 Cc1nn(Cc2ccccc2)c(Cl)c1C(=O)OCc1nnc(-c2ccc(Cl)cc2)o1
#4 NS(=O)(=O)c1ccc(CCNC(=O)c2ccccc2-c2ccccc2)cc1
#5 COc1cccc(C(=O)NC(C)c2ccc(Br)cc2)c1 (configuration not stated)
#6 COc1ccc(NC(=O)Cn2nnc(C(=O)NCc3ccccc3)c2N)cc1Cl
#7 COc1ccc(C(=O)N/N=C/c2cccc3cccnc23)cc1
#8 CCOc1cnc(-c2c(-c3ccccc3Cl)noc2C)o1
Screen / compound no.	1	2	3	4	5	6	7	8
bovine MsrA act	-4.1	0.1	-11.0	3.3	-4.9	-1.8	1.2	0.7
eLon inh	-5.9	5.6	-7.0	-2.8	-1.1	-1.9	0.3	-0.9
MLLE-PAM2 inh	17.9	3.0	-5.3	-5.7	6.5	10.9	4.0	-8.4
FAS TE block	13.0	18.8	15.2	-5.1	8.2	-3.6	-0.3	7.5
Rpn11 inh	i	i	i	i	i	i	i	i
CSN deneddyl inh	2.2	0.9	-0.1	1.0	-8.3	2.3	2.4	2.0
MsrA inh	0.2	1.5	-0.9	-1.0	0.2	0.9	2.5	3.6
Rin1-Abl PPI inh	2.6	-0.6	3.1	-0.9	0.9	-0.5	-3.2	-0.7
MT1-MMP act inh	-3.4	0.9	0.8	-0.2	0.5	-1.4	-0.8	0.9

#9 C#CCOCCOCCOCCNc1nc(N2CCN(C(=O)CCCCCCCCCCNC(=O)[C@H](CCCCN)n3cc(C[C@@H](C)CC)nn3)CC2)nc(N2CCN(C(=O)CCCCCCCCCCNC(=O)[C@H](CCCN=C(N)N)n3cc(C[C@@H](C)CC)nn3)CC2)n1
#10 COC(=O)c1noc(C)c1-c1ccnn1C(=O)c1ccc(C)cc1
#11 CCOc1cc(C2C(C#N)=C(N)OC(C)=C2C(C)=O)cc(Br)c1O (configuration not stated)
#12 CCCN1CCN(CCCNC(=O)Cn2nc(-c3ccccc3)ccc2=O)CC1
#13 CC(=O)Nc1ccc(C(=O)CS(=O)(=O)c2ccc(C)cc2)cc1
#14 COc1ccccc1C(CNC(=O)c1ccco1)N1CCCC1 (configuration not stated)
#15 O=C1OC(C(=O)Nc2nccs2)Cc2ccccc21 (configuration not stated)
#16 CSc1cccc(CN2CCCC(C(=O)Nc3cccc(-n4cccn4)c3)C2)c1 (configuration not stated)
Screen / compound no.	9	10	11	12	13	14	15	16
bovine MsrA act	6.5	2.4	-3.7	1.4	-3.7	-3.0	-3.9	-8.4
eLon inh	6.2	-9.8	24.1*	0.6	-9.4	-1.6	-8.2	2.0
MLLE-PAM2 inh	-28.5	-11.1	57.0	-8.3	7.3	-5.3	-2.8	6.4
FAS TE block	-149.7	-0.8	-15.2	-8.6	-0.5	-8.5	-1.8	9.5
Rpn11 inh	+	i	i	i	i	i	i	i
CSN deneddyl inh	137.1*	2.5	-4.4	1.9	0.2	-2.7	-4.2	-2.3
MsrA inh	.	-0.6	1.3	0.1	1.0	0.5	0.8	-1.8
Rin1-Abl PPI inh	11.4	2.3	2.0	1.7	-3.3	-1.5	0.0	0.9
MT1-MMP act inh	4.6	-1.5	-52.5	4.4	-8.4	-2.8	0.2	0.8

A second format for part of the listing above:
Screens in order: bovine MsrA act, eLon inh, MLLE-PAM2 inh, FAS TE block, Rpn11 inh, CSN deneddyl inh, MsrA inh, Rin1-Abl PPI inh, MT1-MMP act inh
[16] CSc1cccc(CN2CCCC(C(=O)Nc3cccc(-n4cccn4)c3)C2)c1 (configuration not stated)
 : -8.4, 2.0, 6.4, 9.5, i, -2.3, -1.8, 0.9, 0.8
[10] COC(=O)c1noc(C)c1-c1ccnn1C(=O)c1ccc(C)cc1
 : 2.4, -9.8, -11.1, -0.8, i, 2.5, -0.6, 2.3, -1.5
[12] CCCN1CCN(CCCNC(=O)Cn2nc(-c3ccccc3)ccc2=O)CC1
 : 1.4, 0.6, -8.3, -8.6, i, 1.9, 0.1, 1.7, 4.4

Further compounds:
#17 CCOc1ccc(-n2c(SCc3ccc([N+](=O)[O-])cc3)nnc2-c2ccccc2)cc1
#18 CSc1ccccc1NC(=O)c1ccc(Cl)s1
#19 COc1ccc(-c2csc(NC(=O)CCCc3nc4ccccc4c(=O)[nH]3)n2)cc1OC
#20 CC(Sc1nnnn1-c1ccc(Cl)cc1)C(=O)NCC(=O)Nc1ccc(F)c(F)c1F (configuration not stated)
#21 COc1cccc(N(C(=O)c2snc(C(N)=O)c2N)C(C(=O)NCC2CCCO2)c2ccc3ncccc3c2)c1 (configuration not stated)
#22 CC(NC(=S)NCCN1CCOCC1)C12CC3CC(CC(C3)C1)C2 (configuration not stated)
#23 CCCc1nc2c3ccccc3ccn2c1CC(C)(C)C
#24 OC(COc1ccc(F)cc1Cl)CN1CCC(Cc2ccccc2)CC1 (configuration not stated)
Screen / compound no.	17	18	19	20	21	22	23	24
bovine MsrA act	-3.0	-4.0	-6.6	1.2	-3.6	-3.3	-0.4	-2.7
eLon inh	2.0	1.3	-5.7	-7.8	8.0	8.8	6.1	3.2
MLLE-PAM2 inh	-130.6	0.6	-21.2	-29.2	5.9	-63.2	38.6	-3.9
FAS TE block	63.2*	-1.2	-1.5	10.6	-0.6	1.3	9.5	-11.2
Rpn11 inh	i	i	i	i	i	i	i	i
CSN deneddyl inh	-1.1	-6.0	-1.8	2.9	2.2	-3.8	-1.3	-3.5
MsrA inh	0.0	2.8	0.4	-0.2	0.6	-0.3	0.5	-1.1
Rin1-Abl PPI inh	-1.6	-2.4	-2.2	0.8	-3.6	3.8	2.8	-1.0
MT1-MMP act inh	-10.0	2.3	4.7	8.5	0.3	0.9	-0.8	-0.7

As entered above:
#24 – MsrA inh: -1.1
#14 – MLLE-PAM2 inh: -5.3
#9 – CSN deneddyl inh: 137.1*
#1 – bovine MsrA act: -4.1

(more compounds)
#25 CCOC(=O)c1c(C)[nH]c(C)c1S(=O)(=O)NCc1ccccc1OCC
#26 O=C(CCCN1C(=O)C(c2ccccc2)Oc2cccnc21)NCc1ccccc1F (configuration not stated)
#27 COCCNC(=O)C(OC(=O)C1=Cc2ccccc2OC1)C(C)C (configuration not stated)
#28 O=C(c1ccco1)N1CCc2[nH]nc(-c3ccc(Cl)cc3)c2C1
#29 O=C(O)CCn1cc(C(=O)O)c(-c2ccccc2)n1
#30 CCC(C)(C)NC(=O)CN(C(=O)c1snc(C(N)=O)c1N)c1ccc2nc(C)sc2c1
#31 COc1ccc(/C=C/C(=O)c2nc3ccccc3n2CC(=O)c2ccc(OC)cc2)cc1
#32 C[C@@H]1CN([C@@H](C)CO)C(=O)c2cc(NC(=O)c3ccccc3)ccc2O[C@@H](C)CCCCO[C@@H]1CN(C)Cc1ccc(C(F)(F)F)cc1
Screen / compound no.	25	26	27	28	29	30	31	32
bovine MsrA act	-3.3	-2.2	-2.9	-1.2	-4.9	-4.6	2.7	-5.9
eLon inh	0.2	10.5	-0.1	1.1	6.5	-0.3	9.5	-1.0
MLLE-PAM2 inh	0.2	5.7	-0.2	1.1	15.1	3.2	-7.0	4.6
FAS TE block	-3.9	5.5	-2.8	1.1	-2.4	2.9	15.1	16.5
Rpn11 inh	i	i	i	i	i	i	i	i
CSN deneddyl inh	-2.3	-8.1	-4.2	1.3	-4.8	2.6	5.7	-3.6
MsrA inh	-0.6	-0.2	0.1	-0.5	-0.9	1.3	0.7	0.5
Rin1-Abl PPI inh	-2.4	-0.9	-0.7	15.6*	-0.1	-14.6	-4.8	0.0
MT1-MMP act inh	-0.9	-0.6	-0.3	-3.2	-1.5	2.8	-2.0	7.6

#33 CC(C)(C)N1C(=O)[C@H]2[C@@H](c3ccc(Br)cc3)N3C(=O)N(c4cccc(Cl)c4)C(=O)[C@@]3(Cc3ccccc3)[C@H]2C1=O
#34 Cc1nc2ccccc2c(=O)n1NC(=O)c1ccccc1[N+](=O)[O-]
#35 CC(NC(=O)Cc1ccsc1)c1ccc(F)cc1 (configuration not stated)
#36 Cc1cccc(Nc2nc(N)nc(CN3CCN(c4ccc(F)cc4)CC3)n2)c1
#37 COc1ccc(C(=O)Nc2c(N)nc(SCC(=O)NCC3CCCO3)[nH]c2=O)cc1 (configuration not stated)
#38 CC(=O)Nc1ccc(S(=O)(=O)Nc2nc3ccc([N+](=O)[O-])cc3s2)cc1
#39 CC1(C)S[C@@H]2[C@H](NC(=O)[C@H](N)c3ccc(O)cc3)C(=O)N2[C@H]1C(=O)O
#40 Cc1[nH]n(-c2ccccc2)c(=O)c1C=Nc1ccc(S(=O)(=O)NC(N)=O)cc1
Screen / compound no.	33	34	35	36	37	38	39	40
bovine MsrA act	-9.0	-3.4	-1.1	-7.7	-1.0	-3.7	-1.2	-8.8
eLon inh	-3.1	-3.7	0.9	-12.9	-2.0	-7.9	0.7	-13.7
MLLE-PAM2 inh	-0.9	2.9	1.8	6.4	18.9	-7.2	-2.4	4.6
FAS TE block	96.4*	-4.6	-4.7	-2.7	-4.4	10.9	-4.5	-2.4
Rpn11 inh	i	i	i	i	i	i	i	i
CSN deneddyl inh	-1.8	-1.2	0.1	7.7	2.8	-4.2	1.8	2.6
MsrA inh	0.3	0.2	-1.2	1.1	0.2	3.1	0.2	1.7
Rin1-Abl PPI inh	0.5	6.2	2.5	6.6	2.0	-0.7	-0.8	-1.3
MT1-MMP act inh	-3.0	-0.2	3.7	3.2	-9.2	1.1	-0.9	-8.2

#41 O=C1C2C3C=CC(C3)C2C(=O)N1c1cccnc1 (configuration not stated)
#42 Cc1ccc(NC(=O)c2nnn(-c3cccc(C(F)(F)F)c3)c2N)cc1
#43 Cc1nn(C(C)c2n[nH]c(=S)n2-c2cccc(Cl)c2)c(C)c1[N+](=O)[O-] (configuration not stated)
#44 O=S(=O)(NCCc1csc(-c2cccnc2)n1)c1cccc(F)c1
#45 O=C(NC1CCCC1)C(c1cccs1)N(Cc1ccco1)C(=O)c1csnn1 (configuration not stated)
#46 COc1cc(OC)cc(C2=Cc3ccccc3C(CC(C)=O)N2c2ccc(-c3cccs3)cc2)c1 (configuration not stated)
#47 O=C(Cc1ccccc1)NN1C(=O)c2ccccc2C1=O
#48 COCCN(CCOC)C(=O)CN1C(=O)NC2(CCCc3sccc32)C1=O (configuration not stated)
#49 COc1ccc(C(=O)NNC(=O)Cc2ccc(-c3ccccc3)cc2)cc1OC
#50 CCCC1(C(=O)OC)NC(c2ccc(OC)c(OC)c2)C2C(=O)N(c3cccc(C(C)=O)c3)C(=O)C21 (configuration not stated)
#51 COc1ccc(C(CCN2CCN(c3ccccc3)CC2)c2c(OC)cc(OC)c3c(-c4ccccc4)cc(=O)oc23)cc1 (configuration not stated)
Screen / compound no.	41	42	43	44	45	46	47	48	49	50	51
bovine MsrA act	-1.6	-8.3	0.1	0.8	-3.8	-4.2	-5.9	-2.0	-2.5	-2.9	-2.4
eLon inh	1.1	2.5	0.6	-7.0	4.5	-1.0	0.4	3.4	-3.4	-0.1	2.0
MLLE-PAM2 inh	2.4	7.0	-24.1	5.3	2.1	.	5.5	-2.3	0.3	-16.8	10.0
FAS TE block	-7.5	-6.7	-7.1	0.6	-0.5	11.0	-5.8	-6.7	-2.4	-3.1	34.7
Rpn11 inh	i	i	i	i	i	.	i	i	i	i	i
CSN deneddyl inh	0.2	15.3	3.4	-0.3	-2.5	-2.6	0.2	2.2	2.3	4.7	-1.8
MsrA inh	-1.0	-0.3	0.9	0.0	-1.0	1.0	-0.7	0.5	0.3	-1.5	1.9
Rin1-Abl PPI inh	-3.0	7.6	-0.2	-2.3	2.1	.	-0.4	-0.2	-1.7	1.4	1.6
MT1-MMP act inh	4.1	3.3	5.5	-2.4	-2.6	-3.9	0.0	0.4	3.0	-2.8	5.2

Source: PubChem BioAssay
